FXIa inh – inhibitors of human coagulation factor XIa; P03951; purified FXIa, Boc-Glu-Ala-Arg-AMC fluorogenic substrate; inhibition, % at 5 µM; 220,000 compounds, 0.14% hits; AID 798;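 active = inhibition of at least 40%; inactive = inhibition below 40%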;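 note: fluorescence of freed AMC excited at 355 nm; 0% = enzyme without compound and 100% = no enzyme blank; many of its hits are not listed in these tables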
Rad51 HR inh – blocks human Rad51 in homologous recombination; hRad51 DNA strand exchange, fluorescence dequenching; AID 1385; Q06609; 200,000 compounds, 0.085% hits; inhibition, % at 10 µM;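 active = inhibition above 40% at the single screening dose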;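 note: 0% = DMSO control wells and 100% = blanks with heterologous ssDNA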
Target sequence (Q06609 whole entry, looked up): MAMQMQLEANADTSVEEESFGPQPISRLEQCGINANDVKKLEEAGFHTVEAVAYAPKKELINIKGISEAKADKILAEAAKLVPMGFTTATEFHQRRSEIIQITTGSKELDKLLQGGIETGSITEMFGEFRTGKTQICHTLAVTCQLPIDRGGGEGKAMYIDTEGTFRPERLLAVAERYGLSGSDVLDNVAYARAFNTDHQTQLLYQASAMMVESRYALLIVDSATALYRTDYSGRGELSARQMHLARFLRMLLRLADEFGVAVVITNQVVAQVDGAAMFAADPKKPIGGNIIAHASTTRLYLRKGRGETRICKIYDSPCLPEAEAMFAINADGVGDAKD
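Assay system: Human Rad51 nucleoprotein filaments preassembled on unlabelled ssDNA | Reagent: Donor/quencher-labelled 47-bp dsDNA substrate | Doses: One concentration, 10 µM final | Times: 37 °C 15-min filament assembly, 30-min compound preincubation, 15-min exchange | Technique: Fluorescein emission 520 nm, excitation 485 nm | Benchmarks: Plate control and blank wells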
FXIIa inh 1536 – blocks human coagulation factor XIIa protease activity. purified FXIIa, Boc-QGR-AMC fluorogenic substrate, 2 h. AID 800. 220,000 compounds, 0.3% hits. P00748. inhibition, % at 5 µM; in the data active = inhibition above about 40%;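 note: 0% = enzyme with no compound and 100% = blank without enzyme; many of its hits are not listed in these tables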
thrombin 1536 – blocks human thrombin protease activity | alpha-thrombin, Boc-VPR-AMC fluorogenic substrate cleavage | 220,000 compounds, 0.26% hits | P00734 | AID 1046 | inhibition, % at 5 µM;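 active = inhibition at or above 40%; inactive = inhibition below 40%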;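 note: 0% = enzyme with no compound and 100% = wells without enzyme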
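Material: human alpha-thrombin enzyme / Medium: pH 7.5 Tris (50 mM) with NaCl 150 mM, Tween 20 0.05% / Compound: single-point dosing at 5 µM, 0.2% DMSO / Incubation: enzyme reaction carried out at room temperature / Detection: AMC fluorescence, 355/460 nm / Read-out basis: percent inhibition scaled between no-compound controls and no-enzyme blanks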
Cl transport mod – KCC2 (human) Cl- transport modulation; KCC2 cells, thallium flux FluoZin-2 fluorescence; B-score of Tl+ flux slope (higher = more flux/activation; lower = inhibition) at 10 µM; 190,000 compounds, 2.2% hits; AID 1456;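 active = thallium flux slope and its plate-corrected score both differing from the plate sample mean at a set confidence after two filtering rounds, in either direction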;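 note: slope of fluorescence scaled to starting intensity during 10 to 20 s after thallium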
m-calpain inh – calpain II (pig) inhibition | purified calpain II, fluorogenic peptide substrate, 30 min | inhibition, % at 16 µM | 220,000 compounds, 0.37% hits | AID 1236;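 active = inhibition above about 50%, limit read from the data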
PERK inh – human PERK inhibition, primary cell-based screen; Q9NZJ5; CHO PERK-DD fusion, SEAP luminescence translation reporter; inhibition, % at 5.6 µM; 220,000 compounds, 0.17% hits;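 active = inhibition above the mean inhibition of all tested compounds plus 3 SD, set separately per screening campaign, cut at about 2.9% in these data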;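 note: PERK kinase domain activated by AP20187 dimerizer at 100 nM; 0% = DMSO with dimerizer and 100% = rapamycin at 8.4 µM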
Furin inh – human furin inhibition; 220,000 compounds, 0.061% hits; purified furin, fluorogenic substrate cleavage; inhibition, % at 30 µM; AID 463115; P09958; in the data active = inhibition above about 25%; note: inactives centre near -15
Target sequence (P09958 108-714 limits assumed): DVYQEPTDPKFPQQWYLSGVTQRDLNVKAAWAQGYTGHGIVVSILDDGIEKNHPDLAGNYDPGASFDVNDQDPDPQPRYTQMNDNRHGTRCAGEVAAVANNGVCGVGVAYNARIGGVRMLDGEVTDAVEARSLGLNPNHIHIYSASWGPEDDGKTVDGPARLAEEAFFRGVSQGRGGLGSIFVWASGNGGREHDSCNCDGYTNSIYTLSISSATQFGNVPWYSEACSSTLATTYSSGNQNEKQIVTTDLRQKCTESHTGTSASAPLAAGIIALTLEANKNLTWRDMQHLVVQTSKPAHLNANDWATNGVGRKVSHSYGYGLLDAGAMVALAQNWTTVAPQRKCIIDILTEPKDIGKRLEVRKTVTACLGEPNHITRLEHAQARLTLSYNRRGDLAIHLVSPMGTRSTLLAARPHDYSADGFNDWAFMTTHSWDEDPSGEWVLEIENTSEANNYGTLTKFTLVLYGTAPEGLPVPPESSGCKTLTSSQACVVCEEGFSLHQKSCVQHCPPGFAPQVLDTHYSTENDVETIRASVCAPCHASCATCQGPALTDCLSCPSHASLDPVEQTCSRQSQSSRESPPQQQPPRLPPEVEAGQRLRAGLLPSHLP
KLK5 inh – blocks human kallikrein 5 protease activity; Q9Y337; recombinant hK5, fluorogenic AMC substrate cleavage; inhibition, % at 5 µM; 210,000 compounds, 0.59% hits;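 active = inhibition of 40% or more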;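 note: 0% = enzyme controls without compound and 100% = no-enzyme blanks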
Active calls of the source: *; i = inactive; / = not tested or not shown; [ ] = remark or other dose. An excerpt; rates above refer to the full screens.

mol	FXIa inh	Rad51 HR inh	FXIIa inh 1536	thrombin 1536	Cl transport mod	m-calpain inh	PERK inh	Furin inh	KLK5 inh
CCOC(=O)c1c(NC(=O)c2ccc(Cl)cc2)csc1C	-3	3	2	-5	0.89	12	0.7	-11	-3
O=C(Nc1nnc(-c2ccncc2)s1)Nc1ccccc1F	-5	9	-2	-6	-0.15	23	-1.0	-7	-8
CCN=C1S/C(=C\c2ccc(Sc3ccc(Cl)cc3)o2)C(=O)N1CC	7	8	12	0	-0.083	15	0.7	-12[20 µM]	-10
Cc1ccc(-c2nnc(OCC3CCCO3)c3ccccc23)cc1 (stereo not drawn)	7	-7	12	5	1.1	39	-2.1	4	25
O=C(CN1CCCCC1)NC(=O)NCc1ccccc1	5	-1	9	-4	0.059	-10	0.1	-18	-13
CCOC(=O)N1CCN(C(=O)C2CCN(S(=O)(=O)c3ccc(C)cc3)CC2)CC1	-1	1	11	-1	/	-14	-2.0	-22[20 µM]	-13
Cc1c(N=Cc2nc3ccccc3n2C)c(=O)n(-c2ccccc2)n1C	-6	-1	-4	-3	-0.23	-16	-0.1	-13	3
CCOc1cc(S(=O)(=O)NCc2ccccn2)ccc1Cl	-1	10	8	1	0.27	22	-0.1	-12[20 µM]	-1
Cc1cccc2nc(-c3ccccc3)nc(N3CCC(O)(c4ccc(Cl)cc4)CC3)c12	-2	8	3	-5	0.69	-57	-0.9	2	-9
Nc1cc(N)nc(SCc2cccnc2)n1	2	3	-9	-1	/	15	-0.2	-13[20 µM]	-13
Cc1cc(C(=O)OCC(=O)Nc2ccccc2)c(C)o1	-4	18	4	-5	0.47	0	1.4	-19	-5
Cc1ccc(C(=O)CSc2ncnc3ccccc23)o1	2	17	9	3	0.92	0	0.2	-15	3
Cc1ccc(CNC(=O)c2nc3nc(C)cc(C)n3n2)cc1	-4	3	6	-1	-1.3	4	0.3	-21[20 µM]	3
CC(C)CN(C(=O)CN1CCN(S(=O)(=O)c2ccccc2)CC1)c1c(N)n(CC(C)C)c(=O)[nH]c1=O	5	/	11	-1	0.0089	-1	0.4	-27	-6
O=c1c2c(nc3cc(-c4ccc(F)cc4)[nH]n13)CCC2	16	-53	20	-9	0.81	-45	1.0	-24	-12

Additional results.
mol	FXIa inh	Rad51 HR inh	FXIIa inh 1536	thrombin 1536	Cl transport mod	m-calpain inh	PERK inh	Furin inh	KLK5 inh
Cc1ccc(CSc2nc3nc(C)cc(C)c3c(=O)[nH]2)cc1	1	9	8	3	/	13	-0.1	-5	15
CCCN1CCN(C(=O)CN2C(=O)CC(C)(C)S(=O)(=O)c3ccccc32)CC1	-1	3	19	4	0.47	-6	0.9	-20	-5
O=C(COc1ccccc1Cl)N1CCCC1	4	0	12	-1	/	-17	0.9	-8[20 µM]	6
COc1ccc(Cc2nc3c4c(ncn3n2)Oc2c(ccc3ccccc23)C4c2ccc(OC)c(OC)c2)cc1 (stereo not drawn)	3	10	10	-1	0.76	-10	-0.3	-11	-7
CCn1cc(/C=C2/SC(=S)NC2=O)c(C)n1	8	/	13	-1	-1.5	1	0.8	-13	-10
O=C(CN1C2CCC1CC(NC(=O)C1CC1)C2)NCc1ccccc1 (stereo not drawn)	2	6	-9	0	1.2	-25	0.0	-18	-2
COc1ccc(Cl)cc1C(=O)Nc1ccc(S(N)(=O)=O)cc1	-2	-2	2	-5	/	-5	1.0	-8	-2
C=C(C)COc1ccc2c(C)c(CC(=O)OC)c(=O)oc2c1C	0	/	13	-3	0.0019	-461	-0.2	-19[20 µM]	-5
O=C(C1CCCN(Cc2ccccc2Br)C1)N1CCCCC1 (stereo not drawn)	-6	1	-7	-6	/	12	-0.6	-6	0
Cc1ccnc(NC(=O)Nc2cccc(F)c2)n1	-1	/	6	-2	/	-7	1.9	-7	1
CC(C)CN(CC(C)C)C(=O)Nc1ccccc1F	-3	-25	3	4	0.68	25	0.3	-5	-8
C=CCNC(=O)Nc1ccc(Br)cc1Cl	-1	2	11	2	0.29	10	0.3	-27	0
NS(=O)(=O)c1ccc(N=Nc2c[nH]c(=O)c(O)c2)cc1	0	7	4	-5	0.93	-25	-0.5	7	-16
CCC(Sc1nc2ccccc2c(=O)[nH]1)C(=O)Nc1ccc(C(C)=O)cc1 (stereo not drawn)	-3	-14	3	-13	/	-19	0.8	-23	-5
Cc1cccc(N(C(=O)CNC(=O)c2ccco2)C(C(=O)NC2CCCC2)c2ccncc2)c1 (stereo not drawn)	3	-7	11	-4	-1.6	0	-0.1	-20[20 µM]	-9

The listing continues.
mol	FXIa inh	Rad51 HR inh	FXIIa inh 1536	thrombin 1536	Cl transport mod	m-calpain inh	PERK inh	Furin inh	KLK5 inh
O=C(CSc1nnnn1-c1cccc2ccccc12)N1CCOCC1	-4	-3	13	-5	0.045	-21	1.1	-12[20 µM]	-2
COc1ccccc1/C(O)=C(\C#N)c1nc2ccccc2[nH]1	0	0	9	-4	/	-43	0.7	-27	1
CC(C)(C)c1ccc(NNC(=O)C2CCC2)cc1	1	24	10	5	-0.72	13	0.7	-18	0
COCC1CCN(Cc2cn[nH]c2-c2cc(OC)c(OC)c(OC)c2)CC1	2	18	14	1	-2.2	-9	1.5	-25	1
COc1ccccc1CO/N=C/NC(=O)c1c(OC)ccnc1Oc1ccc(F)cc1	-7	12	-6	0	/	19	-0.1	-31[20 µM]	4
COc1ccc(OC)c(NC(=S)NCc2ccco2)c1	/	-12	/	/	0.27	/	0.3	0[20 µM]	/
CS(=O)(=O)N(CC(=O)NCCSc1ccc(Cl)cc1)c1ccc2c(c1)OCO2	-6	0	0	3	-0.1	-16	-0.7	-20[20 µM]	-17
Cc1csc2ncc(C(=O)NCCc3ccccc3)c(=O)n12	0	-5	12	1	/	-158	1.8	-78	1
O=C(c1nc2ncccn2n1)N1CCN(c2ccccc2)CC1	6	5	19	3	0.66	-1	0.4	-16[20 µM]	-8
CCOC(=O)c1ccccc1NC(=O)c1cc(S(=O)(=O)N2CCOCC2)ccc1F	-1	-5	6	-4	0.78	18	-0.8	-10	-2
CCCCCc1c(C)nc(NCc2ccccc2)[nH]c1=O	6	1	14	6	0.44	-8	0.1	-22	-17
CCN(CC)C(=O)CSc1ncnc2sc(-c3ccccc3)cc12	20	5	22	6	0.71	-7	-0.6	-1[20 µM]	-1
O=C1NCCN(Cc2cccc(Oc3ccccc3)c2)C1CC(=O)N1CCCCO1 (stereo not drawn)	0	8	10	-16	/	15	-0.4	2	3
CCC(Oc1ccccc1)C(=O)Nc1nnc(C)s1 (stereo not drawn)	-11	-1	2	-5	1.7	15	1.2	-7[20 µM]	4
CCN(CC)CC(=O)Nc1ccc(Oc2ccc(NC(=O)CN(CC)CC)cc2)cc1	-3	-4	/	-3	0.2	3	0.0	-16	2

(listing goes on)
mol	FXIa inh	Rad51 HR inh	FXIIa inh 1536	thrombin 1536	Cl transport mod	m-calpain inh	PERK inh	Furin inh	KLK5 inh
CC(C)(C)NC(=O)C1CCC(C)(C(=O)O)C1(C)C (stereo not drawn)	1	-1	1	-5	1.8	0	1.0	-8[20 µM]	-13
CCCC(NC(=O)c1ccccc1)c1nc2ccccc2n1Cc1ccc(C(=O)OC)o1 (stereo not drawn)	8	0	16	1	0.17	-35	-0.3	-28[20 µM]	-25
CCOC(=O)c1cnc2ccc(C(=O)OC)cc2c1NCCc1ccc(OC)c(OC)c1	9	9	13	-3	0.38	-152	-0.3	-22	-21
C=CCn1c(C)cc(C(=O)COc2ccc(S(=O)(=O)N3CCCC3)cc2[N+](=O)[O-])c1C	6	/	8	0	-0.026	10	-0.1	-6	-4
Cc1ccc(S(=O)(=O)Nc2ccccc2CNc2ccccn2)cc1	8	/	10	2	-0.83	-1	0.0	-24	-1
CCOc1ccc(-n2c(SCC)nc3c(c2=O)SCC3)cc1	-3	-6	11	0	-0.045	-10	1.0	-19	-17
Cc1cc(C)c(NC(=O)c2cnn(C)c2)c(C)c1	-6	24	1	-4	/	17	1.3	-14	-9
CN(C)c1ccc(C(=O)c2ccccc2C(=O)O)cc1[N+](=O)[O-]	1	6	7	-9	0.42	4	2.1	-12	6
COc1ccccc1NC(=O)c1sc2ncn(Cc3ccc(C)cc3)c(=O)c2c1C	29	-3	17	99*	/	i	1.0	-14[20 µM]	30
COc1ccc(CCn2c(=O)[nH]c3cc(C(=O)N4CCN(c5ccccc5)CC4)ccc3c2=O)cc1OC	0	19	6	-4	0.096	-12	0.9	-24	/
O=C(CSc1nnc(-c2cccnc2)n1CCc1ccccc1)NCc1ccccc1	7	-7	13	2	/	-6	-0.5	-16[20 µM]	-12
COc1ccc2c(=O)c(-c3ccc(OC)c(OC)c3)coc2c1	1	-11	6	2	-1.1	21	0.3	-20	-3
C(=N\Nc1ncnc2sc3c(c12)CCC3)/c1ccncc1	-7	7	1	-1	-1	16	-0.7	4[20 µM]	-29
C=CCNCC(=O)N1N=C(c2ccc3ccccc3c2)CC1c1ccc(OC)cc1 (stereo not drawn)	2	11	7	4	0.1	13	-0.3	-21	3
NC(=O)N/N=C/C=C/c1ccccc1	16	-5	13	42*	-1.1	17	-0.4	-3	17

The list continues:
mol	FXIa inh	Rad51 HR inh	FXIIa inh 1536	thrombin 1536	Cl transport mod	m-calpain inh	PERK inh	Furin inh	KLK5 inh
Oc1ccc(/C=N/NC(=S)N/N=C/c2ccc(O)cc2)cc1	2	9	10	-1	-0.34	-11	0.7	5	13
c1ccc(-c2nc(NCc3ccco3)c3oc4ccccc4c3n2)cc1	17	-5	20	3	0.53	13	-0.2	-15[20 µM]	3
COc1cccc(-c2nc(CS(=O)(=O)CC(=O)NCCCOC(C)C)c(C)o2)c1	1	0	13	2	0.44	14	0.0	-6	5
COC(=O)c1cc(N2CCN(C)CC2)nc2ccccc12	13	-27	1	1	0.2	i	0.6	-17	-15
COc1ccc(/C=C/C(=O)Nc2ccc(C34CC5CC(CC(O)(C5)C3)C4)cc2)cc1OC	4	3	13	5	0.59	-27	-1.4	-2	11
Cc1cccc2cc(C#N)c(N3CCC(O)CC3)nc12	-7	7	8	5	-2.1	-213	0.3	-33	-14
Cc1ccc(C(C(=O)NC2CCCCC2)N(Cc2ccccc2)C(=O)Cc2c[nH]c3ccccc23)o1 (stereo not drawn)	-10	-5	3	-9	-0.46	-32	-1.3	-18	-5
CN(Cc1cccc2ncccc12)C(=O)CC1C(=O)NCCN1Cc1ccc(F)cc1 (stereo not drawn)	-3	7	8	-1	-0.0088	-42	0.6	-33	-2
CCN(CC)CCCNC(=O)c1cc(-c2ccc(O)cc2)on1	-6	3	-2	-8	1.2	4	1.4	-14	-13
Cc1nn(C)c(C)c1CNC(=O)Nc1ccc(Cl)cc1	-4	5	1	-3	1.4	-2	1.2	-17	-3
O=C(/C=C/c1ccco1)Nc1ccccc1N1CCCCC1	1	-3	7	3	0.2	28	0.6	5	4
c1ccc(Cn2cc(CSc3ccccc3)nn2)cc1	1	5	6	1	-1.1	-7	/	-22	-1
CN1CCC(OC(=O)c2cccc(Br)c2)CC1	-1	1	-9	-1	/	-7	-0.5	-19[20 µM]	10
CCN(CC(=O)Nc1ccc2c(c1)OCCO2)CC(=O)Nc1cc(C)on1	14	4	27	5	/	-11	0.4	-33	-8

Compound profiles, as listed above. Order of screens: FXIa inh	Rad51 HR inh	FXIIa inh 1536	thrombin 1536	Cl transport mod	m-calpain inh	PERK inh	Furin inh	KLK5 inh
O=C1NCCN(Cc2cccc(Oc3ccccc3)c2)C1CC(=O)N1CCCCO1 (stereo not drawn) across the screens: 0	8	10	-16	/	15	-0.4	2	3
C=C(C)COc1ccc2c(C)c(CC(=O)OC)c(=O)oc2c1C across the screens: 0	/	13	-3	0.0019	-461	-0.2	-19[20 µM]	-5
